Bioassay records: PubChem, National Center for Advancing Translational Sciences (NCATS)
KB-3-1 tox – qHTS assay for MDR1-selective chemotherapeutics: Primary screen using the parental adenocarcinoma cell KB-3-1. Potency, µM (doses to about 46.1 µM), inactives show at the highest dose activity change, negative = cytotoxic, hits mostly cytotoxic. hit rate 1.4% among 400,000. KB-3-1 viability, CellTiter-Glo ATP luminescence, 72 h. AID 1347075, 2019; note: potency is the fitted concentration of half-maximal effect; % is set by controls: 0 for no effect and ±100 for the full control effect; nearly all actives have a fitted effect of over 60% in size
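Viability of parental KB-3-1 cells, measured by CellTiter-Glo luminescence, followed a 72 h incubation at 37 °C with pinned compounds in phenol-red-free DMEM containing 10% FBS.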
HepG2 tox – qHTS for Inhibitors of TGF-b: Cytotox Counterscreen; HepG2 CAGA-GFP viability, ATP luminescence, 18 h; hit rate 0.76% among 410,000; Potency, µM (highest dose often 46.1 µM), without a hit: top-dose activity change, negative = cytotoxicity, usual class: cytotoxic; note: potency is the fitted concentration of half-maximal effect; some results filed as inactive show a strong effect at the top dose
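CellTiter-Glo luminescence gave cytotoxicity after 18 hours at 37 degrees C. The cells were HepG2 CAGA-GFP in 1% FBS DMEM, stimulated with 500 pg/mL TGF-beta after compound addition. %Activity was normalised to no-cell wells (complete cell-killing) and DMSO (no toxicity), and curves were fitted and classified.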
IL1B secr inh – qHTS for Inhibitors of Inflammasome Signaling: IL-1-beta AlphaLISA Primary Screen; THP-1 LPS/ATP IL-1B secretion, AlphaLISA, 16 h; stronger effect = lower value; activity change, % at 57.5 µM; hit rate 4.7% among 360,000; in the data active = activity change below about -50%; inconclusive = mostly about -30% to -49%; note: % is set by controls: 0 for no effect and ±100 for the full control effect
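Secreted IL-1B measured by AlphaLISA bead assay after 16 h compound exposure of THP-1 cells; compounds (final up to 57.5 uM) added 1 h before LPS (250 ng/mL) and ATP (1.25 mM) stimulation; lower signal means less secretion.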
HT1080NT lethal – qHTS for induction of synthetic lethality in tumor cells producing 2HG: qHTS for the HT-1080-NT fibrosarcoma cell line. HT-1080-NT fibrosarcoma viability, CellTiter-Glo ATP luminescence, 48 h. Potency, µM (top dose mostly 46.1 µM), for the others: top-dose activity, negative = less viability, actives largely listed as cytotoxic. AID 686970, 2013. hit rate 1.6% among 360,000;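 note: NT is the 2HG producing partner of a matched IDH1 knockdown line; potency is the fitted concentration of half-maximal effect; 0% = DMSO-treated cells and -100% = media-only wells without cells; nearly all actives have a fitted effect of over 55% in size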
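Toxicity toward the 2HG-producing NT line was scored as %Activity, normalised to DMSO and no-cell wells, from CellTiter-Glo luminescence after 48 hours' treatment.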
SW480 rereplic – A quantitative high throughput screen for small molecules that induce DNA re-replication in SW480 colon adenocarcinoma cells; SW480 DNA re-replication, Hoechst DNA content imaging, 48 h; Potency, µM (titrated, usually from 46.1 µM), inactives show at the highest dose re-replication activation, hits mostly activators; hit rate 1.8% among 340,000; note: potency is the fitted concentration of half-maximal effect; % of control where 0% means no effect; nearly all actives have a fitted effect of over 55% in size
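Per well, 250 cells were exposed to pinned compound for 48 hr. Nuclear DNA was visualised with Hoechst (40 min, 37 C) and total object intensity recorded by fluorescence scanning.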
HT1080 IDH1KD tx – qHTS for induction of synthetic lethality in tumor cells producing 2HG: qHTS for the HT-1080-IDH1KD cell line; HT-1080 IDH1 knockdown viability, ATP luminescence, 48 h; Potency, µM (titrated, usually from 46.1 µM), inactives show at the highest dose activity, negative = toxicity, actives largely listed as cytotoxic; AID 686971, 2013; hit rate 2% among 360,000;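 note: potency is the fitted concentration of half-maximal effect; 0% = DMSO wells and -100% = cell-free medium wells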
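Luminescent ATP read-out (CellTiter-Glo, 10 min at room temperature) after 48 h compound exposure at 37 °C gave viability of IDH1-knockdown HT-1080 cells. Activity was normalised to DMSO and cell-free wells, then fitted as concentration-response curves.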
ATXN2 expr inh – Primary qHTS for Inhibitors of ATXN expression; HEK-293 ATXN2-luciferase reporter, luminescence, 24 h; hit rate 0.72% among 360,000; Potency, µM (top dose mostly 57 µM), for inactives: at the highest dose activity change, negative = inhibition, most hits filed as inhibitors; AID 1745845, 2022; note: potency is the fitted concentration of half-maximal effect; % is set by controls: 0 for no effect and ±100 for the full control effect; nearly all actives have a fitted effect of over 55% in size
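qHTS (up to 57 uM final) was run with 24 h compound exposure of reporter cells at 37 °C. Each well was multiplexed: SteadyGlo luminescence measured ATXN2-luciferase expression after a fluorogenic Gly-Phe-AFC viability readout (25 uM final).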
S2 tox – Viability Counterscreen for Primary qHTS for Inhibitors of ATXN expression; S2 cells (HEK-293 line with an ATXN2-luciferase reporter) viability, CellTiter-Fluor protease fluorescence, 24 h; Potency, µM (titrated, usually from 56.7 µM), usual class: cytotoxic; hit rate 0.49% among 400,000; note: potency is the fitted concentration of half-maximal effect; nearly all actives have a fitted effect of over 40% in size
MCF10A rerep – A quantitative high throughput screen for small molecules that induce DNA re-replication in MCF 10a normal breast cells. MCF 10A DNA re-replication, Hoechst nuclear intensity, 48 h. Potency, µM (titrated, usually from 46.1 µM), without a hit: at the highest dose activity, positive = re-replication, most hits filed as activators. hit rate 2.9% among 350,000; note: potency is the fitted concentration of half-maximal effect; % of control where 0% means no effect; nearly all actives have a fitted effect of over 50% in size
* marks the source's active call; other numbers are inactive results; i = inactive; u = inconclusive; x = not tested or not shown; & = joins results of further samples; ! = not confirmed by another sample; [ ] = dose if it differs, or a comment. Unless noted, calls come from the whole dose curve; as a rule, active = well fitted curve in the direction sought with a large enough effect; inconclusive = small, poorly fitted or top-dose-only effect, or another doubt; inactive = no such curve, though single readings can be large; an effect the other way counts as inactive or inconclusive.

SMILES	KB-3-1 tox	HepG2 tox	IL1B secr inh	HT1080NT lethal	SW480 rereplic	HT1080 IDH1KD tx	ATXN2 expr inh	S2 tox	MCF10A rerep
CC1CN(C(=O)c2ccccc2OCc2ccc(Cl)cc2Cl)CC(C)O1 (stereo unspecified)	-16%	-27%	-3	2%	-8%	-11%	-35%	i	-6%
CCCNC(=O)OCCC12CC3CC(CC(C3)C1)C2	-4%	-17%	0	-23%	3%	-27%	37%[activator]	i	u
Cc1c2cnn(-c3ccccc3)c(=O)c2c(C)n1CC(=O)N1CCN(c2ccc(F)cc2)CC1	-9%	-26%	x	x	x	x	-13%	i	x
COc1ccc(OC)c(S(=O)(=O)NCCC2=CCCCC2)c1	-11%	0%	9	6%	u	8%	-12%	i	u
Cc1nnc(NC(=O)c2nc(S(=O)(=O)Cc3ccccc3)ncc2Cl)s1	10µM*!	-130%&-90%	-103*	15µM*	1%	21µM*	u	32µM*	u
O=C(CCCSc1nc(-c2ccco2)cc(C(F)(F)F)n1)Nc1ccc2c(c1)OCO2	-1%	6%	u	-23%	2%	-24%	9%	u	-2%
CC(C)(Oc1ccc(Cl)cc1)C(=O)OCC(=O)N1CCN(c2ccccc2)CC1	15%	10%	7	0%	-3%	0%	-16%	i	0%
COC(=O)C1C2C=CC3(CN(CCc4ccccc4)C(=O)C13)O2 (stereo unspecified)	-7%	-5%	21	-6%	20%	-4%	1%	i	4%
Cn1c(CNC(=O)C(Cc2ccccc2)NC(=O)c2cccc(F)c2)cc(=O)n(C)c1=O (stereo unspecified)	-6%	-14%	3	-2%	-2%	12%	13%	i	-4%
Cc1ccc(S(=O)(=O)N2CC3CCCC2C3)cc1 (stereo unspecified)	1%	3%	x	2%	-59%[inhibitor]	-1%	-15%	u	-10%
CCOc1ccc(OCC)c(NC(=O)CN2CCN(C(=O)c3ccco3)CC2)c1	-3%	12%	-17	3%	0%[9.22 µM]	0%	-4%	i	-2%
Cc1c(C(=O)Nc2c(N)nc(SCC(=O)NCC3CCCO3)[nH]c2=O)cccc1[N+](=O)[O-] (stereo unspecified)	-5%	5%	i	10%	-8%	15%	4%	u	3%
CSc1ncccc1C(=O)NCCc1ccc(S(N)(=O)=O)cc1	u	-7%	-3	20%	-13%	13%	6%	i	-20%
COc1cc(C2C(C(C)=O)=C(O)C(=O)N2c2ccc(Br)cn2)ccc1O (stereo unspecified)	-2%	-37%	-7	-1%	-14%	-5%	-5%	i	3%
CCOC(=O)c1c(NC(=O)Cn2nc(C(=O)O)c3ccccc3c2=O)sc(C)c1C	-9%	-6%	-2	5%	0%	14%	-19%	i	6%
O=c1[nH]cnc2cc(-c3ccccc3)sc12	16µM*	-20%	-24	0%	-5%	1%	13%	i	5%
COc1cc([N+](=O)[O-])ccc1NC(=O)COC(=O)c1n[nH]c2ccccc12	21%	2%	29	-10%	1%	-22%	-13%	i	13%
CCN(CC)S(=O)(=O)c1cccc(NC(=S)NC(=O)/C=C/c2ccc(S(=O)(=O)N3CCOCC3)cc2)c1	-5%	4%	u	10%	-2%	12%	-19%	i	15%
CCCc1nc2oc3c(NCCCN(C)C)ncnc3c2c2c1CCCC2	0%	-160%	x	-24%	u	u	-8%	i	15µM*
CCOc1ccc(C(CC(=O)O)NC(=O)c2cccs2)cc1OC (stereo unspecified)	4%	9%	24	10%	-3%	4%	-15%	i	-1%
COc1cnc(SC)nc1Nc1ccc(C#N)cc1	10%	-1%	-29	0%	-19%	1%	x	u	-4%
COc1ccc(C2C(C#N)=C(N)N(c3sc4c(c3C#N)CCCC4)C3=C2C(=O)CC(C)(C)C3)cc1 (stereo unspecified)	-3%	-17%	-2	2%	4%	-1%	6%	i	20%
COc1ccc(CNC(=O)c2ccc(CS(=O)(=O)c3ccccc3C)o2)cc1	1%	0%	-19	12%	-47%	6%	8%	i	14%
Cc1ccc(-c2csc(NC(=O)c3cccc([N+](=O)[O-])c3C(=O)O)n2)cc1	-5%	2%	-11	-6%	-2%	3%	-12%	i	-3%
COc1ccc(OCC(=O)OCC(=O)NCc2ccc(F)cc2)cc1	1%	-1%	0	-1%	-36%[inhibitor]	-2%	1%	i	-8%

The final 2 compounds of the part above come first, to join the parts:
SMILES	KB-3-1 tox	HepG2 tox	IL1B secr inh	HT1080NT lethal	SW480 rereplic	HT1080 IDH1KD tx	ATXN2 expr inh	S2 tox	MCF10A rerep
Cc1ccc(-c2csc(NC(=O)c3cccc([N+](=O)[O-])c3C(=O)O)n2)cc1	-5%	2%	-11	-6%	-2%	3%	-12%	i	-3%
COc1ccc(OCC(=O)OCC(=O)NCc2ccc(F)cc2)cc1	1%	-1%	0	-1%	-36%[inhibitor]	-2%	1%	i	-8%
Clc1ccc(OCc2nc(-c3ccc(Br)o3)no2)cc1	4%	-2%	6	9%	-15%	-1%	17%	i	-7%
COc1cccc(C2CC(=O)NC(SC)=C2C#N)c1 (stereo unspecified)	-6%	-21%	-22	-3%	-5%	-1%	-2%	i	3%
CN(C)CCN(Cc1cc2cc3c(cc2nc1Cl)OCO3)C(=O)c1ccco1	3%	-8%	-12	6%	-6%	7%	4%	i	-2%
CN(C)c1ccc(/C=N\Nc2ccccn2)cc1	4%	-5%	-11	-12%	-1%	-17%	81%[activator]	i	6%
CCCS(=O)(=O)N1CCN=C1SCc1cccc2ccccc12	-2%	-11%	1	9%	-1%	7%	x	i	3%
Cc1cc2c(ncn2C(C)C)c(N)c1C	-10%	0%	-8	-1%	-21%	7%	x	x	-5%
Cc1cc(NC(=O)CCN2C(=O)/C(=C/c3ccccc3Cl)SC2=S)no1	-1%	-1%	2	-1%	-2%	15%	-2%	i	15%
Cc1ccc2c(C)nc(/N=C(\N)NC(=O)N3c4ccccc4Sc4ccccc43)nc2c1	-3%&7%	-1%&15%	-15&-6	0%&7%	12%&-3%	-2%&9%	-22%&-12%	i	18%&-2%
O=C(COC(=O)/C=C/c1ccc(OC(F)F)cc1)NC1CCCCC1	8%	6%	17	0%	-1%	11%	5%	i	2%
O=C(COc1ccc(Br)cc1CO)Nc1ccc(F)cc1	0%	10%	-12	13%	0%[9.22 µM]	5%	2%	i	-1%
O=C1CC(c2ccco2)c2ccc3ccccc3c2N1 (stereo unspecified)	-1%	3%	11	-3%	1%	-6%	10%	i	-1%
CN(CC(=O)Nc1ccccc1Cl)C(=O)c1ccc(Cl)c(S(=O)(=O)N2CCCCCC2)c1	-11%	-25%	-3	-21%	-5%	-10%	-19%	i	u
COc1ccc(NC(=O)CCc2ccc(OC)c(OC)c2)cn1	-1%	-11%	9	13%	-39%[inhibitor]	4%	1%	i	-3%
Cc1ccc(NC(=O)c2ccc(Cl)c(S(=O)(=O)NCC3CCCO3)c2)c(O)c1 (stereo unspecified)	x	-35%	-1	-1%	4%	-7%	1%	i	7%
CC(=O)Nc1ccc(C(=O)Nc2ccc(S(=O)(=O)NCC3CCCO3)cc2)cc1 (stereo unspecified)	-5%	-12%	14	6%	2%	-4%	3%	i	9%
CCOc1cc(/C=C2/NC(=O)NC2=O)cc([N+](=O)[O-])c1O	5%	-19%	0	-1%	-14%	-1%	-6%	u	0%
CCCSc1nc2c(cnn2-c2ccc(Cl)cc2)c(=O)[nH]1	8%	-6%	3	4%	-3%	18%	-1%	i	2%
O=C(NCc1ccco1)C1C(=O)Nc2ccccc2C(=O)N1C1CCCCC1 (stereo unspecified)	5%	x	-9	14%	x	5%	x	x	x
O=C(COC(=O)c1ccccc1)c1ccc(Br)cc1	7%	-18%	-25	5%	-5%	9%	56%[activator]	i	-6%
COCCCNC(=O)c1cnn(-c2ccc(F)cc2F)c1C1CCNCC1	4%	-4%	x	x	x	x	4%	i	x
CCCNC(=O)Nc1ccc2c(c1)OC[C@H](C)N(C(=O)C1CCCCC1)C[C@@H](C)[C@H](OC)CN(C)C2=O	8%	x	26	17%	x	17%	x	x	x
Cc1cccc(C(=O)NCCN2CCN(c3ccccc3)CC2)c1	13%	-2%	-13	-1%	u	8%	-19%	i	8%
COc1cccc(NC(=O)CN2C=NS(=O)(=O)c3ccccc32)c1	4%	-7%	x	x	x	x	-1%	i	x
COC(=O)[C@H](CCSC)NC(=O)NCCC1=CCCCC1	2%	-16%	15	-1%	-11%	2%	-2%	i	2%
CCCCCCc1cc2cc(S(=O)(=O)c3ccc(F)cc3)c(=O)oc2cc1O	-12%	-43%	-1	u	4.6µM*	u	u	x	2.3µM*
Cc1ccc2oc(=O)c3cnn(CC(=O)NCCc4ccsc4)c3c2c1	6%	2%	28	15%	-11%	1%	-12%	i	1%
CC(C)C[C@@H](CN1CCC[C@H]1CN1C(=O)C(=O)NC[C@@H]1Cc1ccccc1)N1C[C@H](Cc2ccccc2)N(CC2CCCCC2)C(=O)C1=O	u	x	0	u	x	u	u	x	x
CCCCC1(Cc2ccc([N+](=O)[O-])cc2)C(=O)N(c2ccccc2)N(c2ccccc2)C1=O	u	-22%	-58*	-19%	14%	u	5%	i	u
O=C(Nc1ccc(-c2nnc3n2CCCCC3)cc1)c1cnccn1	-1%	-7%	12	-1%	-4%	-2%	-6%	i	-2%
Cc1ccc(Cc2c(-c3ccc(Cl)cc3)nc3cc(C)ccn23)cc1	-22%	-4%	-6	5%	x	8%	1%	u	x

Single entries from above.
COCCCNC(=O)c1cnn(-c2ccc(F)cc2F)c1C1CCNCC1 in HepG2 tox → -4%
Cc1cc2c(ncn2C(C)C)c(N)c1C in HT1080 IDH1KD tx → 7%
O=C(COc1ccc(Br)cc1CO)Nc1ccc(F)cc1 in HepG2 tox → 10%
